# Source: PubChem
# JMJD2A Tudor: blocks the human JMJD2A Tudor domain; AID 504339; O75164; AlphaScreen JMJD2A-Tudor / H3K4me3 peptide binding; 390,000 tested, 4.4% active; Potency, µM (titrated, usually from 114 µM), for the others: at the top dose activity change, negative = inhibition, actives largely listed as inhibitors; also: potency is read from the fitted curve at half-maximal effect; % is scaled to controls: 0 for no effect and ±100 for the full control effect; nearly all actives have a fitted effect of over 50% in size
# ERG-DNA inh: inhibitors of human ERG Ets domain-DNA interaction. AID 624246. 370,000 tested, 0.028% active. Potency, µM (titrated, usually from 76.9 µM), without a hit: top-dose FP activity, negative = inhibition, hits mostly inhibitors. fluorescence polarization, His-ERG Ets domain / labelled DNA. P11308; active = well fitted inhibition curve with a large enough effect in the polarisation, with a control signal flat; inconclusive = small, poorly fitted or top-dose-only effect, or effect the other way, or a change in a side signal; inactive = no such curve, though single readings can be large or run the other way; the % refers to the polarisation;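 also: polarization taken with two DNA probes labelled with fluorescein and Texas red; potency is read from the fitted curve at half-maximal effect; % of control where 0% means no effect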
#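 His-tagged ERG Ets domain (1 uM in the protein solution; 300mM KCl, 50mM Tris-HCl, 1mM EDTA, 1mM DTT, pH 7.5) received compound, then a probe mix of 5 nM fluorescein-DNA and 100nM Texas-615-DNA. Fluorescence polarization was read for both dyes.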
# GLS inh: blocks human kidney-isoform glutaminase activity | 410,000 tested, 0.21% active | AID 624170 | O94925 | GLS enzymatic activity, qHTS titration | Potency, µM (doses to about 45.5 µM), inactives show top-dose activity change, negative = inhibition, hits mostly inhibitors; also: potency is read from the fitted curve at half-maximal effect; % is scaled to controls: 0 for no effect and ±100 for the full control effect
#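 Assay buffer: 45 mM KH2PO4 pH 8.2, 0.02% Tween-20. hKGA acts on L-glutamine (1 mM solution added); product glutamate is reported by an oxidase/peroxidase Amplex Red coupling, with fluorescence taken at baseline and 30 min.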
# G9a block: inhibitors of human histone lysine methyltransferase G9a; G9a H3K9 monomethylation, AlphaScreen, 2 h; Potency, µM (highest dose often 102 µM), for inactives: at the highest dose activity, negative = inhibition, most hits filed as inhibitors; 350,000 tested, 8.8% active; AID 504332; also: potency is read from the fitted curve at half-maximal effect; % is scaled to controls: 0 for no effect and ±100 for the full control effect; nearly all actives have a fitted effect of over 75% in size
#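 Chemiluminescent proximity detection of H3K9 monomethylation, read after 10 min bead incubation in the dark. Reaction: 20 nM G9a, 500 nM biotin-H3K9 peptide, 20 uM SAM cofactor, 2 h, room temperature, following 15 min enzyme-compound preincubation.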
# BAZ2B block: blocks human BAZ2B | 360,000 tested, 4.4% active | Q9UIF8 | AlphaScreen BAZ2B-H3K14Ac peptide displacement | AID 504333 | Potency, µM (highest dose often 114 µM), for inactives: at the top dose activity change, negative = inhibition, actives largely listed as inhibitors; also: potency is read from the fitted curve at half-maximal effect; % is scaled to controls: 0 for no effect and ±100 for the full control effect; nearly all actives have a fitted effect of over 60% in size
# Target sequence (Q9UIF8 whole entry, looked up): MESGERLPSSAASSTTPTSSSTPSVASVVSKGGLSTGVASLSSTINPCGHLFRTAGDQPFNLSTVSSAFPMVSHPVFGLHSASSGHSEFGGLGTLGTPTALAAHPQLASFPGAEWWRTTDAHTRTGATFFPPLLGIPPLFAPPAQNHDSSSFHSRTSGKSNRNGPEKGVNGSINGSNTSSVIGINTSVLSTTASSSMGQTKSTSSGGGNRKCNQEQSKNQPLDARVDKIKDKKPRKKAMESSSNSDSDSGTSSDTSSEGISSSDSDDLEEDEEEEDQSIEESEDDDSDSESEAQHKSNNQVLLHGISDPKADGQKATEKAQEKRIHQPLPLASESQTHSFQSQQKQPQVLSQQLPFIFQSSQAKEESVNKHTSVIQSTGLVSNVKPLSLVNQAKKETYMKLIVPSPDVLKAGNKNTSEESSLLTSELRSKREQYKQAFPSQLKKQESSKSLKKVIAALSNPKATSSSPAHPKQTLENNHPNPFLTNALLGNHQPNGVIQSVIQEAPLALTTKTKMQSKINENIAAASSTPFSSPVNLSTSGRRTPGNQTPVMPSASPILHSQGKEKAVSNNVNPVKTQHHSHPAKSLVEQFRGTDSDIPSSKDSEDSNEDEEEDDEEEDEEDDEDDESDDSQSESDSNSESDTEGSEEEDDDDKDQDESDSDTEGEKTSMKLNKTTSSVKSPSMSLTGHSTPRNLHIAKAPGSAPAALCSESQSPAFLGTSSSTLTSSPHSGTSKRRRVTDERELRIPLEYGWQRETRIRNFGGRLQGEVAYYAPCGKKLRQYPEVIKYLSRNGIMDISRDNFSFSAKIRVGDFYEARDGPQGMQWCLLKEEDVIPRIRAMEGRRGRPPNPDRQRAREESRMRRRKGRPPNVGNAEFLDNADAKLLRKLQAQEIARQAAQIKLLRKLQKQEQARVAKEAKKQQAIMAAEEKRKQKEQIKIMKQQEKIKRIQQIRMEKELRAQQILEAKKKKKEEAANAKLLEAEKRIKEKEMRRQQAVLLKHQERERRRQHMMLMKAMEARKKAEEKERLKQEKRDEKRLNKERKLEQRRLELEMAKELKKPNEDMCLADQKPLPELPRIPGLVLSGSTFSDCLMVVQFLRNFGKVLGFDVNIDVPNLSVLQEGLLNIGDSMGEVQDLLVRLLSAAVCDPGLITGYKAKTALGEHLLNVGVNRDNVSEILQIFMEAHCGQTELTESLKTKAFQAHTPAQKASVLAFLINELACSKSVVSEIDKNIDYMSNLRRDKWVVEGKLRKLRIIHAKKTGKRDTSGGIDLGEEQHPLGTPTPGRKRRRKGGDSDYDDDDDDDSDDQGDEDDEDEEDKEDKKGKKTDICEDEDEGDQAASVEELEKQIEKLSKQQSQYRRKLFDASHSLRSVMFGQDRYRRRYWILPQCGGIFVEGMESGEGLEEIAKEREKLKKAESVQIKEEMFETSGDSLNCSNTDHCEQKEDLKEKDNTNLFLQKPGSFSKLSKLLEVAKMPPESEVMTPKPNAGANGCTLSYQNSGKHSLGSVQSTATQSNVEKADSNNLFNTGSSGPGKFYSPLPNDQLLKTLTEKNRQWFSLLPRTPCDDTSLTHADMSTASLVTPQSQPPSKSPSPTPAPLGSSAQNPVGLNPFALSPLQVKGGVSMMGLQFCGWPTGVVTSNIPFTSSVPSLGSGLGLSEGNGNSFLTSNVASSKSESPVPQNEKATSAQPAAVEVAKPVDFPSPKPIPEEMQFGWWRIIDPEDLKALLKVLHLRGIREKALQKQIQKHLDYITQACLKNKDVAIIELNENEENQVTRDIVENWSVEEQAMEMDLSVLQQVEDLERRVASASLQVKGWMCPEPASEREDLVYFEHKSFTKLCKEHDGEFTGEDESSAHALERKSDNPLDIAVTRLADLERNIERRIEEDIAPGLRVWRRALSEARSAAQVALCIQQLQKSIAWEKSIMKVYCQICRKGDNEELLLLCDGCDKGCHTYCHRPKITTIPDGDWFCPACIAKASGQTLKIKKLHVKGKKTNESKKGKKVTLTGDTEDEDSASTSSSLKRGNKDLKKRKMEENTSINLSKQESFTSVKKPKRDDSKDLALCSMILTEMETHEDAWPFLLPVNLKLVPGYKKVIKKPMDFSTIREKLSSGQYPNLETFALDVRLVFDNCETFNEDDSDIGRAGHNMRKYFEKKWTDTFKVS
#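 BAZ2B (50 nM) with biotin-H3(5-23)K14Ac peptide (50 nM) in PBS pH 7.4, 0.01% Tween-20, preformed 30 min, then compound 30 min at room temperature; top concentration 110uM. AlphaScreen streptavidin donor/nickel chelate acceptor beads (10 ug/mL final), 20 min dark, signal read.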
# PI4K2A inh: blocks human PI4K2A kinase activity; 420,000 tested, 0.13% active; Q9BTU6; purified PI4K2A, ADP-Glo luminescence, 1 h; active compounds read low; activity change, negative = inhibition, % at 76.9 µM; in the data active = activity change below about -50%; inconclusive = mostly about -30% to -49%;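 also: -100% = wells without enzyme as full effect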
#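 Compounds are screened against recombinant PI4K2A using PI as substrate and ATP, the latter dispensed at 300 microM. Reactions run one hour at ambient temperature before ADP-Glo detection; full inhibition defined by wells lacking enzyme.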
# Tb PGK inh: inhibitors of T. brucei phosphoglycerate kinase; AID 602233; PGK/GAPDH coupled, Kinase-Glo luminescence, 60 min; Potency, µM (titrated, usually from 57.5 µM), for the others: top-dose activity change, negative = inhibition, usual class: inhibitors; 380,000 tested, 0.043% active; P07378; also: potency is read from the fitted curve at half-maximal effect; % is scaled to controls: 0 for no effect and ±100 for the full control effect; nearly all actives have a fitted effect of over 60% in size
#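 Luminescent ATP detection (Kinase-Glo Plus) follows a 60-minute room-temperature incubation, with wells lacking PGK as controls. Buffer: 100 mM TEA (pH 7.6), 5 mM MgCl2, 0.01% Tween-20. Coupling enzyme GAPDH (100 nM final) supplies unstable 1,3-BPG in-well.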
# Pin1 inhibitor: inhibitors of human Pin1; Pin1 FP peptide displacement, HiFluor488, 10 min; Potency, µM (highest dose often 115 µM), for the others: at the highest dose activity, negative = inhibition, most hits filed as inhibitors; 390,000 tested, 0.009% active; AID 504891; active = well fitted inhibition curve with a large enough effect in the polarisation, with a control signal flat, not every such curve was filed as active; inconclusive = small, poorly fitted or top-dose-only effect, or effect the other way, or a change in a side signal; inactive = no such curve, though single readings can be large or run the other way; the % refers to the polarisation; also: potency is read from the fitted curve at half-maximal effect; % is scaled to controls: 0 for no effect and ±100 for the full control effect
# HP1b chromo inh: inhibitors of HP1-beta chromodomain binding to methylated histone tails; P83916; AlphaScreen HP1-beta / biotin-H3K9me3 peptide binding; Potency, µM (titrated, usually from 114 µM), for the others: at the highest dose activity change, negative = inhibition, hits mostly inhibitors; 390,000 tested, 0.56% active; AID 540317; also: potency is read from the fitted curve at half-maximal effect; nearly all actives have a fitted effect of over 70% in size; inactives centre near 23
#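 AlphaScreen: HP1-beta (50 nM) preformed 30 min with biotin-H3(1-18)K9me3 peptide (50 nM) in PBS pH 7.4, 0.01% Tween-20. Compound added for 30 min at RT, then streptavidin donor/nickel chelate acceptor beads (10 ug/mL) for 30 min.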
# Starred values were filed as active, the others as inactive; i = inactive; ? = inconclusive; · = no result given; & = joins results of further samples; [ ] = another dose, or the depositor's remark. Unless noted, calls follow the shape of the dose curve; as a rule, active = well fitted curve in the direction sought with a large enough effect; inconclusive = small, poorly fitted or top-dose-only effect, or another doubt; inactive = no such curve, though single readings can be large; an effect the other way counts as inactive or inconclusive.
compound	JMJD2A Tudor	ERG-DNA inh	GLS inh	G9a block	BAZ2B block	PI4K2A inh	Tb PGK inh	Pin1 inhibitor	HP1b chromo inh
Cc1ccccc1Cn1cc(NC(=O)c2noc3c2CC(C(C)(C)C)CC3)cn1 (stereo not drawn)	-14%	-5%	1%	22%[2.33 µM]	1%	0	-7%	1%	6%
COC(=O)C(NC(=O)c1ccccc1C)(Nc1ncc(S(=O)(=O)c2ccc([N+](=O)[O-])cc2)s1)C(F)(F)F (stereo not drawn)	?	0%	4%	?	-37%	6	-12%	-6%	-14%
O=C(Cc1ccc(NC(=O)C2CCCN(C(=O)C3CCCC3)C2)cc1)Nc1cccc(C(=O)N2CCCC2)c1 (stereo not drawn)	-4%	-3%	-2%	·	·	-1	i	0%	38%
O=C(CN1CCCC1)N/N=C/c1c(O)ccc2ccccc12	79µM*	-3%	13%	8%	28µM*	1	2%	49%[activator]	50%[activator]
CC(OC(=O)Cc1n[nH]c(=O)c2ccccc12)C(=O)Nc1cccc([N+](=O)[O-])c1 (stereo not drawn)	-4%	-3%	0%	6%	-3%	3	-4%	7%	25%
CC1=NS(=O)(=O)NC(C)(C)C1	-11%	·	-1%	·	·	-2	-2%	-8%	29%
CC(OC(=O)c1cccc(-n2cnnn2)c1)C(=O)c1ccccc1 (stereo not drawn)	-15%	8%	-1%	?	7%	-2	-10%	23%	4%
CCc1nnc2n1N=C(c1ccc(-c3cc(Cl)ccc3Cl)o1)CS2	-26%	-6%	-13%	?	4%	5	-10%	17%	45%[activator]
CCN(CC(=O)Nc1c(F)cccc1F)C(=O)CCc1nc2cc(S(=O)(=O)N3CCOCC3)ccc2n1C	5%	-13%	1%	-23%	12%	0	-7%	1%	31%
Cc1c(Cl)cccc1NC(=O)CSc1sc2c(O)cc(=O)[nH]c2c1C#N	-5%	-1%	4%	?	-13%	-4	-3%	21%	8%
COc1ccc(Nc2nc(C)c3ccccc3n2)cc1	?	1%	5%	?	?	-5	-1%	-2%	67%[activator]
Cc1cc(C)cc(NC(=O)N2CCC(NC(=O)c3ccco3)CC2)c1	-9%	0%	8%	15%	1%	4	7%	1%	7%
Cc1cc2c(N=NC(=O)CCc3ccccc3)c(O)[nH]c2cc1Br	-21%	-1%	5%	17%[59 µM]	-30%	3	0%	9%	-1%
O=C(Cc1ccc([N+](=O)[O-])cc1)N/N=C/c1cccnc1	-1%	-3%	-3%	·	·	-6	i	1%	84%[activator]
CSc1nc(C)c(C(=O)C[n+]2ccccc2)cc1C#N	-12%	-28%	4%	·	0.79µM*	-5	-9%	5%	12%
CCCc1cc(=O)[nH]c(SCc2nc(-c3ccccc3)no2)n1	-6%	-20%	1%	-16%[59 µM]	-3%	2	-1%	-1%	21%[57 µM]
O=c1c2cc3c(=O)n(-c4ccccc4O)c(=O)c3cc2c(=O)n1-c1ccccc1O	3%	5%	10%	?	-14%	-10	-5%	-17%	49%[activator]
CC1=NNC(=O)C1CC(=O)N/N=C(/C)c1cccc([N+](=O)[O-])c1 (stereo not drawn)	-13%	2%	?	-9%[59 µM]	-26%	-5	3%	0%	23%
Cc1c(C(=O)N(Cc2ccccc2Cl)C2CCS(=O)(=O)C2)oc2ccccc12 (stereo not drawn)	-8%	-4%	-6%	9%	1%	-3	7%	0%	28%
O=C(CSc1nnc2ccc(-c3ccccn3)nn12)Nc1ccc(F)cc1F	-8%	6%	-2%	5%	-6%	-5	0%	-4%	16%
COc1cc(Cl)ccc1OCc1cc(C(=O)N(C)CCc2cnn(C)c2)no1	4%	-2%	2%	60%[activator][59 µM]	-34%	-2	1%	5%	26%
NS(=O)(=O)c1ccc(CCNC(=O)CNC(=O)c2ccc(Br)o2)cc1	-6%	-9%	-3%	-1%[59 µM]	-7%	-2	-4%	-16%	24%
CC(=O)c1cc(C#N)c(SCC(=O)O)nc1C	-16%	-9%	-5%	?	3%	8	-8%	-8%	50%[activator]
C=CCn1nnnc1SCC(=O)Nc1ccccc1C(=O)OC	-10%	-1%	0%	9%	10%	0	0%	4%	31%
COc1ccc(N(CC(=O)Nc2ccc3c(c2)OCO3)S(=O)(=O)c2ccccc2)cc1OC	-10%	3%	1%	?	?	-2	9%	-1%	17%
Cc1ccccc1C1CC(=O)Nc2ccc3ccccc3c21 (stereo not drawn)	0%	-1%	0%	-4%[59 µM]	0%	1	-9%	3%	38%
COc1ccc(-c2cc(C(F)(F)F)c3c(n2)sc2c(O)cc(=O)[nH]c23)c(OC)c1	-25%	0%	-24%	4%[59 µM]	?	-56*	-2%	?	18%
CCn1c(CNC(=O)c2ccc(F)cc2)cc2ccccc21	-7%	2%	0%	12%	-2%	0	-3%	0%	33%
Cc1csc(SC(C)c2nc3scc(-c4ccccc4)c3c(=O)[nH]2)n1 (stereo not drawn)	-18%	1%	1%	-3%[12.7 µM]	-8%	-7	i	1%	14%
COc1cc2cc(C#N)c(SCC(=O)N3CCOCC3)nc2cc1OC	-6%	-4%	1%	?	7%	-3	-5%	0%	37%
O=C(NCCNc1ccc([N+](=O)[O-])cc1)c1ccccc1F	-18%	5%	-5%	·	6%	4	7%	5%	24%
CC(C)c1nn2c(=O)cc(COC(=O)c3cccc(NC(=O)CCc4ccccc4)c3)nc2s1	4%	-3%	1%	3%[12.7 µM]	-11%	1	-3%	27%	26%
COc1ccc(S(=O)(=O)NCCc2csc(-c3cccc(F)c3)n2)cc1OC	-23%	1%	-12%	21%[59 µM]	2%	-4	0%	-9%	23%[57 µM]
COc1ccc(NS(=O)(=O)c2cccc(C(=O)N3CCCC(C)C3)c2)cc1 (stereo not drawn)	-12%	14%	9%	9%[0.501 µM]	5%	0	-7%	-3%	5%
Clc1ccc(-c2csc(N3CCOCC3)n2)cc1	2%	2%	2%	-4%	1%	2	-6%	-4%	31%
CC1SC(c2ccc(Cl)cc2Cl)NC1=O (stereo not drawn)	1%	5%	1%	15%[59 µM]	0%	0	3%	3%	45%[activator]
Cc1csc2nc(COC(=O)c3ccccc3NC(=O)c3ccccc3Cl)cc(=O)n12	-13%	-1%	10%	7%[59 µM]	-1%	5	-1%	-1%	-4%
COc1ccc(NC(=S)Nc2cnc3ccccc3c2)c(OC)c1	1%	8%	7%	?	?	-1	-2%	1%	26%
CCOC(=O)c1c(C)oc2nc(C)nc(NCCCN3CCN(c4cccc(C)c4)C(C)C3)c12 (stereo not drawn)	-25%	1%	6%	?	?	1	10%	35%[activator]	-2%
COC(=O)c1c(N)n(CCCN2CCOCC2)c2nc3ccccc3nc12	-9%	-2%	0%	9%[0.501 µM]	3%	-6	-2%	5%	39%[activator]
CSc1nncc(-c2ccc(F)cc2)n1	-12%	2%	0%	?	0%	0	-5%	-1%	29%
COc1ccc(N2CCN(C(=O)c3ccc(-c4nc(COc5ccccc5)c(C)o4)cc3)CC2)cc1	-19%	-1%	-3%	?	-28%	-1	-5%	4%	43%[activator]
CCCOC(=O)CCCCC1SCC(NC(=O)OC)C1NC(=O)OC (stereo not drawn)	-3%	·	-4%	20%	4%	0	-9%	-13%	25%
CCOC(=O)CNC(=S)N(Cc1ccco1)Cc1ccccc1Cl	-23%	8%	0%	?	-3%	6	-3%	1%	-9%
CC1=NNC(=O)/C1=C\c1cn(-c2ccccc2)nc1-c1cccs1	?	2%	-20%	10µM*	?	-19	·	0%	-13%
Cc1ccc(N(CC(=O)NC2CCCCC2C)S(=O)(=O)c2c(C)nn(C)c2C)cc1 (stereo not drawn)	-18%	16%	4%	8%	-2%	-21	-2%	0%	28%
COc1ccc(C(NC(=O)C(C)(C)C)NC(=O)C(C)(C)C)cc1	-3%	-6%	-11%	17%[59 µM]	9%	1	-1%	1%	28%
O=C(/C=C/c1ccccc1[N+](=O)[O-])N1CCOCC1	-9%	9%	5%	·	16%	8	-2%	-1%	10%
CCOc1c(N2CC(C)OC(C)C2)c(=O)c1=O (stereo not drawn)	-14%	-4%	11%	14%[59 µM]	3%	-2	-1%	-6%	35%[activator]
Cc1ccc(C)c(N2CCN(C(=O)Cn3ncc4c(=O)oc5ccccc5c43)CC2)c1	-19%	5%	26%	?	·	3	i	0%	12%
c1ccc(Oc2cccc(OCCn3cncn3)c2)cc1	25µM*	1%	5%	1.8µM*	40µM*	10	1%	-16%	-55%
Cc1cc(C)c(C)c(S(=O)(=O)N2CCC(C(=O)N3CCCC3)CC2)c1C	-10%	12%	-2%	3%[2.33 µM]	1%	-9	-13%	-2%	23%
Cc1ccc(C)c(NC(=O)CCOc2ccccc2)c1	-12%&-24%	0%&-1%	0%&-8%	-12%	-7%&5%	-3&6	-3%	-1%&-13%	35%&36%
